Assay outcomes deposited in PubChem by National Center for Advancing Translational Sciences (NCATS).
uPA surface inh: blocks generation of uPA at the cell surface. cell surface uPA generation assay, qHTS. Potency, µM (highest dose often 38.3 µM), without a hit: at the highest dose activity change, negative = inhibition, hits mostly inhibitors. hit rate 0.31% among 330,000. AID 540303; active means well fitted inhibition curve with a large enough effect; inconclusive means small, poorly fitted or top-dose-only effect; inactive means no such curve, though single readings can be large or run the other way; tested in mouse RAW 264.7 cells; further: potency means the concentration at half of the fitted maximal effect; on the % scale 0 is the no-effect control and ±100 the full control effect; nearly all actives have a fitted effect of over 55% in size
TSHR antagonist: blocks TSH signaling through the human TSH receptor; P16473; TSHR-expressing cells, TSH-stimulated cAMP HTRF, 2 h; stronger effect = lower value; activity change, negative = inhibition, % at 11.5 µM; hit rate 0.2% among 330,000;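 active means activity change below a set negative limit, meaning inhibition stronger than a set level, cut at about -70% in these data; inconclusive means activity change between two set negative limits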; further: on the % scale 0 is the no-effect control and ±100 the full control effect
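Inhibition of cAMP made by TSHR-expressing cells under TSH stimulation (4nM final, EC80; 2 h, 37 deg C) is quantified with a one-step lysis HTRF kit, anti-cAMP cryptate versus cAMP-d2.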
ELG1 DNA repair: ELG1-dependent DNA repair inhibition | HEK293T ELG1-luciferase reporter, luminescence, 16 h; DNA damage induced by 5-fluorouridine | Potency, µM (series often up to 46.1 µM), without a hit: at the top dose activity change, negative = inhibition, most hits filed as inhibitors | hit rate 2.3% among 330,000 | AID 504467; further: potency means the concentration at half of the fitted maximal effect; on the % scale 0 is the no-effect control and ±100 the full control effect; nearly all actives have a fitted effect of over 55% in size
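Reporter activity after DNA damage by 5-fluorouridine is monitored. Compound-treated cells incubate 16 hr at 37 °C, then ONE-Glo is added for 30 min before luminescence reading.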
Mito fusion act: inhibitors of mitochondrial division or activators of mitochondrial fusion; S. cerevisiae fusion-defective mutant growth rescue, CellTiterGlo 48 h; Potency, µM (top dose mostly 46.1 µM), without a hit: at the highest dose growth rescue (activation), usual class: activators; hit rate 0.23% among 320,000; AID 485298;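 further: potency means the concentration at half of the fitted maximal effect; % of control where 0% means no effect; nearly all actives have a fitted effect of over 45% in size; temperature-sensitive fusion mutants such as fzo1-1 at 37 °C on non-fermentable ethanol glycerol medium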
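Temperature-sensitive fusion-defective S. cerevisiae (e.g. fzo1-1, mgm1-5) were grown with compound in YPEG medium (3% ethanol, 3% glycerol) for 48 hours at 37C. Growth rescue was measured as viability by CellTiterGlo luminescence after 10 minutes at ambient.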
Tb PFK block: blocks T. brucei phosphofructokinase | Potency, µM (doses to about 57.5 µM), without a hit: at the highest dose activity, negative = inhibition, actives largely listed as inhibitors | O15648 | hit rate 0.17% among 330,000 | AID 485367 | T. brucei PFK, ADP-Glo luminescence;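 further: potency means the concentration at half of the fitted maximal effect; 0% = uninhibited 1x PFK enzyme wells and -100% = no-enzyme wells; nearly all actives have a fitted effect of over 60% in size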
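In TEA buffer at pH 8.0 with 5 mM MgCl2, enzyme (1.25 nM) converted F6P (0.5 mM) and ATP (0.1 mM) for 45 min at room temperature. ADP product was read by luciferase luminescence.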
BCR signal inh: blocks chronic active B-cell receptor signaling; ABC-DLBCL IkBa-CBG/CBR reporter, luminescence ratio, 4 h; Potency, µM (top dose mostly 46.1 µM), without a hit: at the top dose ratio change, negative = lower green/red ratio, usual class: inhibitors; hit rate 0.05% among 340,000; active means well fitted inhibition curve with a large enough effect in the signal ratio, with a control signal flat, not every such curve was filed as active; inconclusive means small, poorly fitted or top-dose-only effect, or effect the other way, or a change in a side signal; the % refers to the signal ratio;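 further: potency means the concentration at half of the fitted maximal effect; plate controls were basal doxycycline-induced cells for no effect and cells given 10 µM MG132 for full effect; MG132 reads +100%, hits lower the ratio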
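TMD8 human ABC-DLBCL cells with doxycycline-inducible IκBα–green luciferase fusion and unfused red luciferase, in 0.5% FBS medium; compounds up to 46 uM, 4 h at 37C. Green/red luminescence ratio, filter-overlap corrected, fitted to concentration-response curves.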
B2AR arrestin: recruits beta-arrestin to the human beta2-adrenergic receptor. AID 492947. Potency, µM (highest dose often 46.1 µM), for inactives: top-dose activation, hits mostly activators. beta-arrestin recruitment to beta2AR, cell-based reporter. P07550. hit rate 0.02% among 330,000;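 further: potency means the concentration at half of the fitted maximal effect; 0% = DMSO controls and full agonism = EC100 isoproterenol or metaproterenol; nearly all actives have a fitted effect of over 65% in size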
Target sequence (P07550 whole entry, looked up): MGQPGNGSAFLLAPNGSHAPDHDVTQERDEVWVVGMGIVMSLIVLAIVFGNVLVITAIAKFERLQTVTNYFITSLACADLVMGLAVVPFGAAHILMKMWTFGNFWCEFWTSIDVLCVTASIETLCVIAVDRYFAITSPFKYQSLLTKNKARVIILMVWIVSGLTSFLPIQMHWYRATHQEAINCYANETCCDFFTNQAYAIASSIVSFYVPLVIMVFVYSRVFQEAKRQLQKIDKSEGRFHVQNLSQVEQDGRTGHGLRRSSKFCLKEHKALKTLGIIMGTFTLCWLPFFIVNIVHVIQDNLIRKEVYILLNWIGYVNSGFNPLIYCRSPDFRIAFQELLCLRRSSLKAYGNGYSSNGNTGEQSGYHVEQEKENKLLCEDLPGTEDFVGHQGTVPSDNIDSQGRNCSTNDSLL
TCR activator: activators of T cell receptors | 330,000 tested, under 10 active | Potency, µM (highest dose often 9.22 µM), inactives show at the highest dose activation of IL-2 secretion, actives largely listed as activators | AID 504894 | primary human leukocytes, anti-CD3, IL-2 HTRF, 48 h; further: % of control where 0% means no effect
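48 hr co-incubation of compounds, a-CD3 beads and primary human leukocytes; IL-2 quantified homogeneously by HTRF with anti-IL-2 K and d2 conjugates.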
TSG101-PTAP inh: blocks PTAP/TSG101 interaction to inhibit HIV-1 budding | Q99816 | Fluorescence polarization, FITC-PTAP peptide / Tsg101 binding | Potency, µM (titrated, usually from 115 µM), without a hit: at the highest dose activity change, negative = inhibition, hits mostly inhibitors | 340,000 tested, under 10 active | AID 493005; active means well fitted inhibition curve with a large enough effect in the main read-out, with a control signal flat, not every such curve was filed as active; inconclusive means small, poorly fitted or top-dose-only effect, or effect the other way, or a change in a side signal; inactive means no such curve, though single readings can be large or run the other way; further: potency means the concentration at half of the fitted maximal effect; % of control where 0% means no effect
Target sequence (Q99816 whole entry, looked up): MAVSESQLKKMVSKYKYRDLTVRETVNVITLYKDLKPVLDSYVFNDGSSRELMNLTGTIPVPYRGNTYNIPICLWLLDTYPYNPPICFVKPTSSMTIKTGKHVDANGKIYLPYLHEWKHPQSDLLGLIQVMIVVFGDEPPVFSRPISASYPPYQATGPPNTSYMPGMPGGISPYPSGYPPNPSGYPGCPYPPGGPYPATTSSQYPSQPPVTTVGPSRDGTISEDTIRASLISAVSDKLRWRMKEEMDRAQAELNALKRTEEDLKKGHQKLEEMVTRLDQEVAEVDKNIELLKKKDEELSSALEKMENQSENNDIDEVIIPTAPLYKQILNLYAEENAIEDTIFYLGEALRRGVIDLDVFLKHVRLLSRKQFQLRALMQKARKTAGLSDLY
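Compounds were pin-transferred onto Tsg101 binding domain (10 uM final) in HEPES pH 7.5 buffer, then FITC-PTAP peptide was added at 50 nM final. After 20 min at RT, polarization reported peptide displacement across a qHTS concentration series.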
USP2a block: blocks human ubiquitin-specific protease USP2a. O75604. USP2 core, Ub-CHOP2 coupled fluorogenic reporter, 485/531. Potency, µM (highest dose often 38.3 µM), for inactives: at the top dose activity change, negative = inhibition, actives largely listed as inhibitors. hit rate 0.01% among 330,000;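 further: potency means the concentration at half of the fitted maximal effect; plate controls were DMSO wells for no effect and full inhibition by NEM control for full effect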
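Cell-free coupled assay: 10nM USP2 core preincubated 30min RT with compound in Tris-HCl pH 8.0/CaCl2/CHAPS buffer, then 25nM Ub-CHOP2 and 25nM reporter substrate; fluorescence (Ex 485/Em 531) read after 60min RT, normalized to NEM inhibition, concentration-response curves fitted.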
Eya2 inh: blocks the phosphatase activity of human Eya2; Potency, µM (top dose mostly 76.9 µM), without a hit: top-dose activity, negative = inhibition, most hits filed as inhibitors; O00167; recombinant Eya2, OMFP fluorescence dephosphorylation (OMFP is methylfluorescein phosphate); hit rate 0.006% among 330,000; further: potency means the concentration at half of the fitted maximal effect; on the % scale 0 is the no-effect control and ±100 the full control effect
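Eya2 protein (added as 0.2 uM solution) was preincubated with compound for 10 min at ambient temperature in 50 mM HEPES pH 7.5, 50 mM NaCl, 5 uM MgCl2, 0.05% BSA, 1 mM DTT. OMFP (added at 50 uM) then reacted 10 min; fluorescence read at 485/525 nm.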
* marks the source's active call; other numbers are inactive results; ? = inconclusive; . = no result given; [ ] = dose if it differs, or a comment. Unless noted, the call rests on the fitted dose curve; in most records, active means well fitted curve in the direction sought with a large enough effect; inconclusive means small, poorly fitted or top-dose-only effect, or another doubt; inactive means no such curve, though single readings can be large; an effect the other way counts as inactive or inconclusive.

SMILES	uPA surface inh	TSHR antagonist	ELG1 DNA repair	Mito fusion act	Tb PFK block	BCR signal inh	B2AR arrestin	TCR activator	TSG101-PTAP inh	USP2a block	Eya2 inh
CC(=O)Nc1ccc(S(=O)(=O)Nc2nc3ccccc3nc2Nc2cccc(O)c2)cc1	-2%	0	?	5%	2%	?	2.3%	-8%	-3%	-2%	-2%
COc1ccccc1CNC(=O)Cn1cnc2ccccc2c1=O	5%	0	2%	-2%	-8%	0%	0.2%	-6%	-6%	0%	1%
Cc1ccc(OCC(=O)N2CCN(C(=O)c3cccnc3)CC2)cc1	1%	19	12%	-5%	-1%	-4%	0.2%	1%[46.1 µM]	-2%	1%	4%
COc1ccc2[nH]c(CN3CCN(CCC(C)C)C(CCO)C3)c(C)c2c1 (stereo unspecified)	18%	-5	12%	1%	-4%	1%	0.3%	1%	1%	2%	-12%
Cc1nnc(SCC(=O)O)o1	-2%	8	-4%	-8%	-1%	9%	-0.3%	6%	2%	0%	-2%
Oc1ccc(C(c2nnnn2CCc2ccccc2)N2CCN(c3nc4ccccc4s3)CC2)cc1 (stereo unspecified)	-2%	-19	?	3%	-1%	-3%	4.2%	0%	-6%	1%	2%
CCCCOc1ccc(OCCCN2CCOCC2)cc1	-4%	12	?	0%	-3%	3%	0.1%	7%	1%	2%	0%
O=C(NCCCN1CCCC1)c1cccc(N2CCCC2=O)c1	5%	14	11%	0%	7%	-4%	0.7%	-4%[46.1 µM]	-22%	-1%	-15%
CCCn1nc(NS(=O)(=O)c2ccccc2)c2cc3ccccc3nc21	-2%	1	3%	11%	-3%	0%	0.4%	-1%	-3%	0%	-4%
Cn1c(SCC(=O)N2CCN(S(=O)(=O)c3ccccc3)CC2)nc2ccccc21	.	-3	-7%	2%	-4%	7%	0.0%	-2%	-5%	-4%	5%
CC1CC(C)CN(C(=O)Cn2nnc(-c3ccccc3)n2)C1 (stereo unspecified)	-7%	-9	-6%	17%	4%	-4%	-0.5%	6%	-6%	0%	0%
CC(=O)Oc1ccc(-c2nc3cc(Cl)ccc3c(=O)o2)cc1	-4%	-46	2%	1%	-1%	0%	-0.9%	4%	1%	2%	2%
C=CCN1C=C2C(=O)C(C)(OC(=O)CCC(=O)OC)C(=O)C=C2C=C1C1CC1 (stereo unspecified)	3%	4	-2%	-10%	-10%	2%	-0.3%	-3%	-5%	-10%	16%
CCOc1ccccc1NC(=O)CSc1nnc(-c2ccco2)o1	-18%	-2	1%	-1%	0%	-19%	0.1%	.	-4%	-1%	-13%
Nc1ccc(Cc2nc3cc4ccccc4cc3[nH]2)cc1	-12%	19	?	8%	0%	?	0.3%	2%	2%	0%	20%
COc1nc(-c2ccc(Cl)cc2Cl)nc2ccccc12	4%	-7	8%	6%	2%	?	0.3%	-4%	0%	1%	7%
CCOC(=O)N1CCC(NC(=O)c2ccc(Cl)cc2)CC1	8%	-7	-17%	6%	-6%	6%	-0.1%	-1%	-5%	1%	-7%
Cc1cc(C)c(S(=O)(=O)Nc2ccc(OCC(=O)O)cc2)c(C)c1	-21%	30	10%	-1%	-6%	-2%	1.1%	5%	-6%	1%	24%
O=C(CO)N/N=C/c1ccc(Cl)cc1	-1%	6	11%	0%	-16%	0%	0.1%	.	.	2%	6%
Cc1c(C(=O)OCC(=O)Nc2ccccc2OC(F)F)cccc1[N+](=O)[O-]	-6%	-7	-26%	2%	1%	-18%	-0.9%	-8%[46.1 µM]	2%	0%	-5%
CN(c1cccc(NC(=O)CN(c2ccc(C34CC5CC(CC(C5)C3)C4)cc2)S(C)(=O)=O)c1)S(C)(=O)=O	?	7	?	5%	0%[0.46 µM]	13%	0.4%	5%	-9%	1%	-11%
CC(=O)Oc1ccc(/C=C(\NC(=O)c2ccco2)C(=O)Nc2ccc(C(C)=O)cc2)cc1	-5%	-6	1%	-1%	3%	-3%	0.2%	9%	-16%	3%	8%
CC(C)NC(=O)CC1C(=O)NCCN1CC(c1ccccc1)c1ccccc1 (stereo unspecified)	0%	-3	1%	0%	2%	5%	-0.4%	1%	-1%	2%	-5%
O=C1CCCc2c1cc(-c1ccccc1)n2-c1ccc(O)cc1	-17%	-7	?	1%	-8%	-7%	-0.6%	-1%[46.1 µM]	-5%	-1%	7%
CC(=O)/C(=N/Nc1ccccc1)Sc1nnc(C(O)c2ccccc2)n1-c1ccccc1 (stereo unspecified)	4%	2	-7%	-3%	0%	-1%	-0.9%	2%[46.1 µM]	2%	0%	-5%
Cc1cccc(N2CC34C=CC(O3)C(C(=O)O)C4C2=O)c1 (stereo unspecified)	-5%	-2	-4%	-1%	0%	0%	-0.6%	-7%	-4%	3%	0%
CCN(CC)C(=O)C(C)N(C#N)c1nc(NC(C)C)nc(NC(C)C)n1 (stereo unspecified)	.	4	14%	1%	4%	?	0.0%	-49%	-4%	1%	-7%
C=CCNC(=S)NNC(=O)c1ccncc1	6%	18	-8%	-13%	-1%	-1%	0.5%	3%	-1%	0%	10%
COc1ccc(Cc2nnc3c4cnn(C)c4ncn23)cc1	.	3	12%	-3%	-10%	0%	0.1%	-1%	1%	0%	12%
O=c1oc2ccccc2c2c1ccc1ccccc12	1%	-16	2%	.	4%	6%	0.0%	-1%[46.1 µM]	-8%	0%	-4%
C=CCc1ccc(OCCCCNC(C)CC)c(OC)c1 (stereo unspecified)	-3%	18	-15%	-7%	0%	?	-0.7%	0%[46.1 µM]	-2%	4%	4%
C=CCOc1c(CNc2ncn[nH]2)cccc1OCC	6%	2	-4%	0%	-2%	-2%	0.3%	-3%[46.1 µM]	1%	1%	3%
CCOc1ccc(N(CC(=O)NCCSCc2ccccc2)S(=O)(=O)c2ccccc2)cc1	-6%	10	9%	0%	0%	?	0.3%	-2%	-3%	3%	-10%
Cc1onc(C(=O)NN)c1C(=O)Nc1ncc(C(F)(F)F)cc1Cl	5%	-4	-9%	-2%	-5%	0%	-0.1%	-5%	-2%	-1%	17%
COc1ccc(OC)c(S(=O)(=O)N/N=C\c2ccc3c(c2)OCO3)c1	4%	10	?	1%	3%	-4%	0.4%	0%	1%	4%	-2%
CCCCNC(=S)Nc1cccc2cnccc12	-1%	9	?	-2%	0%	6%	-0.5%	-5%[46.1 µM]	-5%	0%	-5%
Oc1ccc2ccccc2c1-c1sc(Nc2ccccc2)n[n+]1-c1ccc(F)cc1	-1%	-3	16%	0%	-2%	-3%	-1.1%	-3%	?	-1%	23%
CCN1CCN(C(=O)CN2C(=O)c3ccccc3S2(=O)=O)CC1	29%	-7	?	-4%	2%	-2%	0.2%	0%	-7%	0%	-6%
CCOc1ccccc1NC(=O)CC(O)(C(F)(F)F)C(F)(F)F	7%	1	-4%	-1%	8%	-11%	-1.7%	-2%[46.1 µM]	-4%	0%	-4%
COc1cc(C(=O)NCCOc2cc(C)cc(C)c2)cc(OC)c1OC	2.5µM*	-10	?	-11%	2%	?	0.3%	1%	-6%	0%	6%
O=C(COc1cccc(Br)c1)N/N=C1\CCSC1	16%	1	-15%	-1%	-9%	-1%	-0.1%	2%	0%	1%	17%
CC/C(C)=N/Nc1nc2c(c(=O)[nH]c(=O)n2C)n1CCc1ccccc1	-1%	-8	-9%	-1%	-6%	1%	-0.5%	-5%	-1%	1%	4%
CCN(CCn1cccn1)C(=O)c1cc(COc2ccc(F)c(F)c2)on1	3%	-6	?	3%	1%	9%	-0.3%	5%	0%	4%	5%
CC1CCC(NC(=O)COC(=O)CSc2ccc(C(N)=O)cc2[N+](=O)[O-])CC1 (stereo unspecified)	-7%	-5	6%	1%	17%	-6%	-0.9%	.	-3%	2%	-14%
Cc1cc(C)cc(C(=O)NCC(=O)OCN2C(=O)c3ccccc3C2=O)c1	-3%	24	22%	-2%	-2%	6%	0.1%	4%	0%	-1%	11%
Cc1cccc(NC(=O)CCN2C(=O)C3C4C=CC(C4)C3C2=O)n1 (stereo unspecified)	2%	-1	17%	-1%	-1%	-9%	-0.1%	-2%	-3%	0%	-7%
COc1ccc(/C=C2\SC(=S)N(CCCC(=O)Nc3cccc(C(=O)O)c3)C2=O)cc1OC	-7%	-3	?	2%	0%	-8%	-0.1%	-2%	9%	-6%	-2%
COc1ccccc1P(=O)(Cc1ccccc1[N+](=O)[O-])c1ccccc1 (stereo unspecified)	-8%	1	?	-4%	1%	0%	-1.2%	6%	-4%	0%	3%
